Compound activity from PubChem BioAssay.
West Nile virus CPE = West Nile virus antiviral activity, cell-based, CPE readout (AID 1621); West Nile virus-infected cells, CPE inhibition; higher % means a stronger effect; CPE inhibition, % at 10 µM, or IC50 in µM where a hit was titrated; 290,000 compounds, 0.02% hits; in the data active means a potency from the dose series; inconclusive means CPE inhibition mostly from about 3.7% at the one dose, without a potency; inactive means the rest, 99 in 100 with CPE inhibition below about 2.2%; further: strong numbers were not always called active
RSV antiviral HEp-2 = RSV antiviral activity via CPE protection, HEp-2 cells, primary 10 µM value included (AID 2391); one-dose CPE inhibition, % at 10 µM; IC50 in µM for titrated hits; HEp-2 cells, RSV-induced CPE inhibition; higher % means a stronger effect; 310,000 compounds, 0.13% hits; in the data active means a potency from the dose series; inconclusive means CPE inhibition mostly from about 23% at the one dose, without a potency; inactive means the rest, 99 in 100 with CPE inhibition below about 21%; further: strong numbers were not always called active
T cell HTS = modulators of CD8 T cell-vesicle binding, primary screen, mouse 2C CD8+ T cells, flow cytometry | 2C CD8+ T cell-vesicle binding; active compounds read low | calls only at 7 µM | 330,000 compounds, 0.068% hits | AID 2052, 2009;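 active means response, share of CD8 T cells binding vesicles, and their 90th percentile fluorescence all below set limits, cut at about 80% in these data, passing the limit was not always enough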
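Benchmarks: naked versus QL9-loaded vesicles / Assay system: purified 2C TCR transgenic mouse naive CD8+ T cells / Technique: high-throughput flow cytometry with anti-B7-1 and anti-CD8 staining / Timing: Cell–vesicle co-incubation 1.5 h at 37 °C, staining 20 min on ice / Read-out: percent CD8+ FL2 mean versus row control / Probe or stimulus: QL9-loaded Drosophila micro-vesicles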
Myeloid diff 2 = induction of myeloid progenitor differentiation, primary screen, cell-based, flow cytometry, MLPCN library. ER-HoxA9 myeloid progenitors, lysozyme-GFP differentiation. 360,000 compounds, 1% hits. calls only at 10 µM. AID 624256, 2012;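 active means normalized GFP-positive differentiation at or above the plate's own cutoff, the solvent-only control mean plus 3 SD; inconclusive means no clear call, values can overlap the other calls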;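 further: cells exposed to compound for four days before flow analysis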
WT yeast gro inh = growth inhibition of WT strain, primary screen, mitochondrial fusion inhibitor project, WT and mutant strains, chemical genetic; inhibition, % at 10 µM; 190,000 compounds, 2.1% hits; AID 1362, 2008; mitochondrial fusion phenotypic screen; in the data active means inhibition above about 58%; tested in S. cerevisiae
b-catenin transl = modulators of beta-catenin nuclear translocation, primary screen, imaging, HeLa cells, immunofluorescence, high-content; nuclear translocation activity, % at 5 µM; 190,000 compounds, 0.3% hits; AID 1665, 2009;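 active means nuclear translocation activity above 50% at 5 µM, with a well cell count of 50 or more; inconclusive means wells under 50 cells across six images, flagged as toxic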;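 further: per-cell ratio of nuclear to cytoplasmic median beta-catenin stain intensity; plate controls were DMSO negative control for no effect and GSK-3 inhibitor IX positive control for full effect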
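System: HeLa cells, endogenous beta-catenin; compound dosing: 5 µM primary single dose, 0.1% DMSO, 0.02–20 µM confirmation series; incubation: 24 h compound exposure at 37°C, 5% CO2; signal: beta-catenin immunofluorescence imaging with DAPI; evaluation: % activation, nuclear-to-cytoplasmic median beta-catenin signal ratio per cell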
PhoP inhibition = inhibitors of PhoP regulon expression, primary screen, Salmonella Typhimurium, GFP reporter (AID 1863); S. Typhimurium PhoP-regulated promoter GFP reporter, 4 h; higher % means a stronger effect; one-dose inhibition, % at 50 µM; IC50 in µM for titrated hits; 300,000 compounds, 0.16% hits;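 active means inhibition over 29.93%, a cutoff 3 SD above the screen mean, later confirmed by dose response; inconclusive means inhibition over 29.93% but no dose response follow-up; inactive means inhibition at most 29.93% or unconfirmed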;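 further: 0% = low Mg2+ inducing control and 100% = high Mg2+ repressing control; strong numbers were not always called active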
MgcRacGAP inhibition = MgcRacGAP GTPase-activating activity inhibitors, confirmation, biochemical, ADP Hunter fluorescence. inhibition, % at 30 µM; hits with a dose series show IC50 in µM. AID 624330, 2012. Rac GTPase-activating protein 1 (Homo sapiens). MgcRacGAP-stimulated Rac1 GTP hydrolysis, ADP Hunter fluorescence; higher % means a stronger effect; GST-tagged Rac1 F28L mutant substrate. 340,000 compounds, 0.6% hits;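 active means first-screen hits whose inhibition reached a set limit at any dose in the follow-up dose series; inconclusive means inhibition above the set first-screen limit but never retested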;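 further: fluorescence reports GDP produced by GAP-driven GTP hydrolysis; strong numbers were not always called active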
Large T inhibition = SV40 large T antigen inhibitors, biochemical (AID 1903) | 310,000 compounds, 0.39% hits | one-dose inhibition, % at 20 µM; IC50 in µM for titrated hits | SV40 large T antigen ATPase/helicase inhibition assay; higher % means a stronger effect; in the data active means a potency from the dose series; inconclusive means inhibition mostly from about 32% at the one dose, without a potency; inactive means the rest, 99 in 100 with inhibition below about 32%; further: strong numbers were not always called active
WT yeast gro inh mutant strain = second read-out of WT yeast gro inh, no call of its own (marks repeat the call); inhibition, %; mitochondrial fusion phenotypic screen, mutant strain inhibition
b-catenin transl cell count 5 µM = also measured in b-catenin transl; calls as there; cell count; measured here: cell count, cytotoxicity flag
T cell HTS vesicle-bound % = second read-out of T cell HTS, no call of its own (marks repeat the call); double positive events, %; measured here: CD8+ vesicle-bound cell fraction;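 binding gate set so that unloaded-vesicle control wells show 10% double positive cells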
Myeloid diff 2 GFP+ MAC1+ % = second read-out of Myeloid diff 2, no call of its own (marks repeat the call); GFP+ MAC1+ double positive, %; measured here: differentiation confirmed by MAC1 staining
Active calls of the source: *; i = inactive; ? = inconclusive; nt = no result given. Rows were taken by chance. About 3.6% of those tested had a hit in this group.

SMILES	West Nile virus CPE	RSV antiviral HEp-2	T cell HTS	T cell HTS vesicle-bound %	Myeloid diff 2	Myeloid diff 2 GFP+ MAC1+ %	WT yeast gro inh	WT yeast gro inh mutant strain	b-catenin transl	b-catenin transl cell count 5 µM	PhoP inhibition	MgcRacGAP inhibition	Large T inhibition
O=C1CC(c2ccccc2)CC(O)=C1C=NCCN1CCN(Cc2ccccc2)CC1 (stereo unspecified)	0.0%	-0.2%	i	42	i	1.1	nt	nt	-2.9	1146	0%	2%	6%
COc1ccc(C)cc1N(CC(=O)Nc1cccnc1)S(=O)(=O)c1ccccc1	-1.5%	0.2%	i	24	i	0.1	6	-10	0.5	1004	nt	9%	nt
Cc1ccc(/C=N/NC(=O)CSc2nc3ccccc3[nH]2)o1	0.3%	0.2%	i	27	i	1.0	nt	nt	nt	nt	2%	5%	0%
CC(=O)c1ccc(NC(=O)CN2C(=O)/C(=C/C=C/c3ccccc3)SC2=S)cc1	0.0%	13%	i	32	i	1.5	-1	15	-3.4	555	-12%	5%	10%
CN(C)C(CNC(=O)c1ccc(NS(=O)(=O)c2cccc([N+](=O)[O-])c2)cc1)c1ccco1 (stereo unspecified)	1.7%	1.1%	i	33	i	3.1	nt	nt	nt	nt	2%	4%	13%
CSCCC(NS(=O)(=O)c1ccc(C)cc1)C(=O)N1CCN(S(=O)(=O)c2ccc(F)cc2)CC1 (stereo unspecified)	nt	-1.9%	i	8	i	0.8	nt	nt	nt	nt	-4%	4%	11%
O=C(Nc1ncc2c(n1)-c1ccccc1CC2)c1ccc(Cl)cc1	-1.0%	-0.3%	i	22	i	0.7	17	18	nt	nt	-6%	4%	4%
O=C(NC1CC1)C(=O)c1c(-c2ccccc2)[nH]c2ccccc12	0.0%	-0.1%	i	31	i	3.2	8	-9	-2.3	544	-6%	5%	3%
O=C1/C(=C/Nc2cccc([N+](=O)[O-])c2)CCc2ccccc21	-0.4%	2.7%	i	44	i	0.0	9	1	nt	nt	1%	-4%	12%
CNC(=S)Nc1cccc(-c2cnc3ccccc3n2)c1	0.7%	2.1%	i	48	i	0.4	nt	nt	nt	nt	10%	7%	13%
O=C(NN1CCCCC1)c1ccccc1	1.2%	-0.2%	i	27	i	0.2	5	10	nt	nt	-8%	4%	0%
CC(=O)N1CC(C)Oc2ccc(S(=O)(=O)Nc3ccc(Cl)cn3)cc21 (stereo unspecified)	0.0%	2.1%	i	10	i	1.5	nt	nt	nt	nt	-6%	10%	4%
Fc1cccc(Cl)c1/C=N/n1c(-c2cccnc2)n[nH]c1=S	0.6%	1.3%	i	63	i	0.1	7	7	-0.3	1188	4%	18%	22%
Cc1oc(C(C)(C)C)cc1C(=O)Nc1ccc(C(=O)O)cc1	0.0%	0.6%	i	12	i	1.0	-4	-3	-0.4	1137	21%	11%	3%
COc1ccc(-c2c(C)nn3c(N)c(-c4ccccc4)cnc23)cc1OC	0.5%	52%	i	51	?	nt	nt	nt	nt	nt	1%	-12%	9%
COc1ccc([N+](=O)[O-])cc1NC(=O)C1CCCCC1C(=O)O (stereo unspecified)	0.5%	3.5%	i	43	i	0.4	-21	6	nt	nt	-10%	8%	8%
O=C(O)/C(=C\c1cccc([N+](=O)[O-])c1)c1ccc(S(=O)(=O)N2CCCCC2)s1	2.8%	0.7%	i	41	i	1.2	nt	nt	4.6	963	-1%	9%	16%
O=C(c1ccc(CS(=O)(=O)c2ccccc2)o1)N1CCOCC1	0.9%	0.1%	i	45	i	3.0	6	-6	nt	nt	1%	-3%	-5%
Cc1cc(NC(=O)CN2C(=O)NC3(CCC(C)CC3)C2=O)no1 (stereo unspecified)	0.4%	0.2%	i	46	i	1.2	3	5	-0.9	1041	7%	5%	-9%
O=C1Nc2ccccc2/C1=C/c1cccnc1	-0.9%	5.5%	i	53	i	0.7	-1	27	1.5	1026	5%	14%	13%
CCCSc1nc2c(c(=O)[nH]c(=O)n2C)n1Cc1ccccc1	-0.7%	15%	i	70	i	0.4	nt	nt	nt	nt	-2%	10%	12%
O=C(CSc1nnc(Cc2ccccc2)o1)N1CCCc2ccccc21	-1.1%	5.7%	i	22	i	7.1	13	9	-2.9	1249	3%	0%	5%
CSc1ccccc1NS(=O)(=O)c1cccc2nonc12	-0.1%	1.9%	i	47	i	0.5	nt	nt	nt	nt	5%	13%	-1%
COc1ccccc1-c1nc(S(=O)(=O)c2ccccc2)c(N2CCOCC2)o1	0.3%	3.3%	i	29	i	0.9	nt	nt	nt	nt	1%	11%	12%
CCOC(=O)c1cc(C#N)c(N2CCN(c3ccccn3)CC2)nc1-c1ccccc1	-1.2%	9.5%	i	60	i	0.4	-10	8	5.8	851	-7%	2%	3%

2 compounds from above, reduced to b-catenin transl cell count 5 µM and Large T inhibition:
Compound	b-catenin transl cell count 5 µM	Large T inhibition
COc1ccc(C)cc1N(CC(=O)Nc1cccnc1)S(=O)(=O)c1ccccc1	1004	nt
Cc1ccc(/C=N/NC(=O)CSc2nc3ccccc3[nH]2)o1	nt	0%

More structures follow.
SMILES	West Nile virus CPE	RSV antiviral HEp-2	T cell HTS	T cell HTS vesicle-bound %	Myeloid diff 2	Myeloid diff 2 GFP+ MAC1+ %	WT yeast gro inh	WT yeast gro inh mutant strain	b-catenin transl	b-catenin transl cell count 5 µM	PhoP inhibition	MgcRacGAP inhibition	Large T inhibition
O=C(CN(c1ccccc1F)S(=O)(=O)c1ccccc1)NC1CCCCCC1	-0.9%	-2.3%	i	38	i	6.9	3	3	-4.5	1305	5%	5%	8%
O=C(N/N=C/c1ccc(O)cc1)c1cncc(Br)c1	-0.1%	3.0%	nt	nt	i	0.7	nt	nt	nt	nt	3%	nt	34%
O=C(Nc1ccc2c(c1)OCCO2)c1cc(-c2ccccc2)nc2ccccc12	0.1%	5.3%	i	44	i	1.4	18	-6	-0.6	1294	-1%	3%	-3%
Nc1cccc(-n2nncc2-c2ccccc2)c1	-0.6%	1.4%	i	20	i	1.1	4	4	1.7	1365	-1%	5%	1%
Cc1nc2ncnn2c(C)c1Cc1c(Cl)cccc1Cl	-0.2%	3.1%	i	43	i	0.5	-31	-27	3.4	1020	-5%	7%	8%
Cc1cc(C)cc(C(=O)NC(CC(N)=O)c2ccc(N3CCC(Br)CC3)c([N+](=O)[O-])c2)c1 (stereo unspecified)	-0.7%	0.7%	i	17	i	0.8	nt	nt	nt	nt	-12%	0%	10%
c1ccc(OCc2nc(-c3ccncc3)no2)cc1	-1.1%	-0.2%	i	13	i	0.2	-10	-7	-1.5	1007	-5%	3%	24%
O=C(NCC1CCCO1)c1cnc(Cl)c(Cl)c1 (stereo unspecified)	-0.3%	3.3%	i	51	i	0.8	nt	nt	nt	nt	4%	7%	7%
O=S(=O)(c1ccccc1)N1CCN(c2cccc(Cl)c2)CC1	-0.9%	6.4%	i	61	i	0.8	nt	nt	nt	nt	-1%	9%	9%
Cc1ccc(S(=O)(=O)NCCC(=O)OCc2ccc([N+](=O)[O-])cc2)cc1C	nt	-1.3%	i	59	i	0.8	nt	nt	nt	nt	-7%	1%	8%
COc1cc(C(=O)Nc2nnc(CC(C)(C)C)s2)c([N+](=O)[O-])cc1OC	-1.6%	-0.3%	i	36	i	1.0	0	-2	-2.1	527	8%	7%	24%
O=C(N/N=C/c1ccc(OC(F)F)cc1)C1=COCCO1	-0.4%	3.1%	i	15	i	0.2	6	-1	-0.7	1074	7%	4%	9%
COCCNC(=O)CN1CCC(NC(=O)C(C)(C)C)CC1	0.5%	-1.6%	i	64	i	11	1	9	-0.4	1344	-14%	-8%	8%
CCc1nc(C)cn1S(=O)(=O)c1ccc([N+](=O)[O-])cc1	0.4%	0.0%	i	64	i	0.2	-16	7	-0.5	1084	-1%	-1%	24%
COC(=O)c1cc(S(=O)(=O)N2CCN(c3ccccc3)CC2)c[nH]1	-0.6%	4.2%	i	21	i	3.2	nt	nt	nt	nt	nt	6%	4%
COc1ccc(NC(=O)CN(C)C(=O)c2cnc(Cl)c(Cl)c2)cc1	-0.3%	1.7%	i	35	i	1.2	nt	nt	nt	nt	-10%	10%	9%
CN1CCN(C2CCCCC2NS(=O)(=O)c2ccc(Cl)cc2)CC1 (stereo unspecified)	0.1%	-0.7%	i	41	i	0.9	nt	nt	nt	nt	-12%	7%	3%
COc1ccc(C(=O)NCCS(=O)(=O)N2CCCCCC2)cc1	nt	2.1%	i	43	i	0.4	nt	nt	nt	nt	1%	5%	9%
O=C(CC1C(=O)NCCN1CC1CCCCC1)NCCc1ccc(F)cc1 (stereo unspecified)	1.2%	0.3%	i	60	i	1.1	-1	0	0.1	1518	1%	12%	13%
CCCn1c(CCC(=O)O)ccc1-c1cccs1	-0.2%	1.6%	i	29	i	1.4	13	-3	-8.2	930	4%	23%	14%
Cc1cc(NC(=O)c2cccc3c2C(=O)N(C2CCCCC2)C3)ccc1Br	0.1%	4.1%	i	10	i	0.0	nt	nt	nt	nt	-3%	-7%	5%

Taken from above.
In b-catenin transl cell count 5 µM, Cc1nc2ncnn2c(C)c1Cc1c(Cl)cccc1Cl is entered as 1020
In West Nile virus CPE, CCCn1c(CCC(=O)O)ccc1-c1cccs1 is entered as -0.2%

Sorted by the number under Myeloid diff 2 GFP+ MAC1+ % (high to low): three of the compounds above.
| canonical_smiles | Myeloid diff 2 GFP+ MAC1+ % |
| --- | --- |
| O=C(O)/C(=C\c1cccc([N+](=O)[O-])c1)c1ccc(S(=O)(=O)N2CCCCC2)s1 | 1.2 |
| Cc1oc(C(C)(C)C)cc1C(=O)Nc1ccc(C(=O)O)cc1 | 1.0 |
| Cc1cc(C)cc(C(=O)NC(CC(N)=O)c2ccc(N3CCC(Br)CC3)c([N+](=O)[O-])c2)c1 (stereo unspecified) | 0.8 |
